# Lipid storage S3: qHTS Assay for Lipid Storage Modulators in Drosophila S3 Cells; lipid storage change, negative = inhibition, % at the top dose, mostly 46.1 µM; hits show Potency in µM; 320,000 compounds, 0.64% hits; Drosophila S3 cells, BODIPY lipid droplet fluorescence, 18-24 h; cells fed with added oleic acid; AID 2685; active means well fitted inhibition curve with a large enough effect in the signal ratio, with a control signal flat, not every such curve was filed as active; inconclusive means small, poorly fitted or top-dose-only effect, or effect the other way, or a change in a side signal; the % refers to the signal ratio
#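 Laser-scanning cytometry quantifies lipid droplet accumulation (500–530 nm total intensity; droplet/cell object ratio) in oleic acid-fed (400 uM added) Drosophila S3 cells treated with a concentration series. 20 uM Triacsin C defined 100% inhibition.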
# Lipid storage S3 cell count max: second read-out of Lipid storage S3, no call of its own (marks repeat the call); cell number change, %; measured here: cell count max response;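 cells counted by Cell Tracker Red CMTPX staining in the red channel; peak over a dose series mostly up to 46.1 µM; percent activity relative to internal control wells on each plate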
# Numbers without * were called inactive; i = inactive; ? = inconclusive; . = no result given. On the % scale 0 is the no-effect control and ±100 the full control effect; potency means the concentration at half of the fitted maximal effect.
SMILES,Lipid storage S3,Lipid storage S3 cell count max
CCN(CCO)c1nc(NCc2ccccc2)c2cnn(C)c2n1,1%,2
CC(=O)c1cc(F)c(N2CCCC2)cc1C,?,.
COc1ccc(C(=O)N/N=C2\CCc3ccccc32)cc1OC,?,.
Cc1ccc(NC(=O)COc2cccc3ccccc23)c(O)c1,i,-3
O=C(CN1c2cccc3cccc(c23)S1(=O)=O)NCc1ccc(Cl)cc1,?,.
COc1ccc2ccccc2c1CNCc1ccc(C)cc1,5%,-14
COc1cccc(N2C(=O)C(Cc3c[nH]c4ccccc34)NC2=S)c1 (stereo unspecified),-2%,-8
NC(=O)N/N=C\c1cc(Br)ccc1O,?,.
CN(C)c1ccc(CNC(=O)CN(C)S(=O)(=O)c2ccc3c(c2)c(=O)n(C)c(=O)n3C)cc1,i,-17
C=C(C)Cn1c(C2CC(=O)N(Cc3ccccc3)C2)nc2ccccc21 (stereo unspecified),i,.
COc1ccc(NC(=O)Cn2nc(C(=O)O)c3ccccc3c2=O)cc1OC,?,.
CCc1c(C)sc(NC(=O)c2ccco2)c1C(=O)N1CCCCC1,?,.

# Laid out differently: entries from further up
> C=C(C)Cn1c(C2CC(=O)N(Cc3ccccc3)C2)nc2ccccc21 (stereo unspecified)
  Lipid storage S3 = i | Lipid storage S3 cell count max = .
> CCN(CCO)c1nc(NCc2ccccc2)c2cnn(C)c2n1
  Lipid storage S3 = 1% | Lipid storage S3 cell count max = 2
> CCc1c(C)sc(NC(=O)c2ccco2)c1C(=O)N1CCCCC1
  Lipid storage S3 = ? | Lipid storage S3 cell count max = .

# (listing goes on)
SMILES,Lipid storage S3,Lipid storage S3 cell count max
O=C1CCN(S(=O)(=O)c2ccccc2)CCN1CCOCc1cccc(F)c1,22%,7
Cc1cccc(C(=O)NC(=S)N2CCN(c3ccc([N+](=O)[O-])cc3)CC2)c1,?,.
COc1ccc(N2CCN(C(=O)C(NC(=O)c3c(F)cccc3F)C(C)C)CC2)cc1 (stereo unspecified),?,.
Cc1cc(C)c2ccc(C)[n+]([O-])c2c1O,i,.
CCCn1c(NCc2ccc(C)o2)nc2ccccc21,18%,2
CCCn1cc(S(=O)(=O)CC(=O)N2CCc3ccccc32)c2ccccc21,?,.
CCOc1ccc(CCNC(=O)c2cccc(C#N)c2)cc1OCC,?,.
CCN(Cc1cc(=O)[nH]c2ccccc12)C(=O)C(C)C,0%,.
Cc1sc2nc(SCC(=O)NCCOCCO)n(C)c(=O)c2c1C,?,.
CC(C)CN(CCNC(=O)CN1N=C(c2ccc(Cl)cc2)CCC1=O)CC(C)C,?,.
COc1ccccc1N1CCN(C2CCN(C(=O)c3cccc(F)c3)CC2)CC1,?,.
COC(=O)CCCC[C@H]1SC[C@H]2NC(=O)N[C@]21O,?,.
Cc1ccc(C(=O)Nc2cccnc2)cc1[N+](=O)[O-],0%,5
COc1ccc(CN(C(=O)c2oc3ccc(F)cc3c2C)C2CCS(=O)(=O)C2)cc1 (stereo unspecified),?,.
CCC(C(=O)O)P(=O)(c1ccc(Cl)cc1)c1ccc(Cl)cc1 (stereo unspecified),19%,5
CC1=C(C(=O)OC2CCCCC2)C(c2cccnc2)n2ncnc2N1 (stereo unspecified),-7%,5
Cc1ncc(CO)c(/C=N/NC(=O)c2ccc(O)cc2)c1O,-2%,20
CC12COC3(C(=O)N4CCN(c5ccccn5)CC4)CC1CCC32C (stereo unspecified),-5%,8
COc1ccc(C)cc1NC(=O)CN(c1ccc(C)cc1)S(C)(=O)=O,?,.
CN(C)C(=O)Cn1c(SCC(=O)N2CCCc3ccccc32)nc2ccccc21,25%,9
COc1ccc(N2CCN(C(=O)c3ccccc3N(C)S(=O)(=O)c3ccccc3)CC2)cc1,20%,42
CC(C)NC(=O)CC1(C(=O)NCc2ccc(Cl)cc2)CCCC1,16%,24
Cc1ccc(S(=O)(=O)N(CC(=O)O)c2ccc(Cl)c(C(F)(F)F)c2)cc1,?,.
CS(=O)(=O)c1ccc2nc(NC(=O)C3COc4ccccc4O3)sc2c1 (stereo unspecified),?,.
COc1cc2ccccc2cc1C(=O)Nc1ccc(N2CCN(C)CC2)cc1,?,.
CC(=O)Nc1ccc(S(=O)(=O)NC(C)C(=O)NC(C)c2ccccc2)cc1 (stereo unspecified),?,.
O=S(=O)(c1cccc(-c2nnc(-c3ccc(Br)cc3)o2)c1)N1CCCCCC1,22%,-16
COc1cc(NC(=O)CNc2cccc(S(=O)(=O)N3CCCC3)c2)cc(OC)c1,i,-18
O=C(NCC(c1ccco1)N1CCc2ccccc2C1)C(=O)Nc1ccc(F)cc1F (stereo unspecified),?,.
Cc1cc(C)n(CC(=O)n2nc(C)cc2C)n1,?,.
Cc1cc(C)c2c(N)c(C(=O)NN)sc2n1,?,.
O=C(NCc1ccco1)C1CCCN1C(=O)Nc1ccccc1Cl (stereo unspecified),-17%,2
COc1ccc([N+](=O)[O-])cc1N(CC(=O)NC1CCCC1)S(C)(=O)=O,?,.
Cc1nc(-c2cccc(NC(=O)c3cccc(S(=O)(=O)N4CCCC4)c3)c2)cs1,-29%,-10
CCOc1ccc(C2c3[nH]c4ccccc4c3CCN2Cc2cccn2-c2ncccn2)cc1 (stereo unspecified),?,.
CCc1ccccc1NC(=O)CN1CCN(C(=O)CNC(=O)c2ccccc2F)CC1,?,.
CCOC(=O)C1=C(C)NC(=O)NC1c1cc(C)sc1C (stereo unspecified),?,.
CC(C)N(C(=S)Nc1cccc(C(F)(F)F)c1)C(C)c1ccccn1 (stereo unspecified),1%,.
COc1ccc2[nH]c(=O)c(CN(Cc3cccs3)C(=S)Nc3cccc(C)c3)cc2c1,-13%,3
O=C(NCc1ccco1)c1cc(-c2ccccc2)c(N2CCOCC2)s1,?,.
CCOC(=O)C1C(=O)CC(C)(O)C(C(=O)OCC)C1c1ccc(NC(C)=O)cc1 (stereo unspecified),-6%,-2
CC(C)CN1C(=O)c2ccc(NC(=O)Cc3ccccc3)cc2C1=O,?,.
Cn1c(=O)oc2cc(S(=O)(=O)N3CCCCC3)ccc21,i,4
COc1ccc(NC(=O)N2CCCC(c3nc(-c4ccc(F)cc4)no3)C2)cc1 (stereo unspecified),?,.
O=C(Cc1cccs1)N(Cc1cccs1)C1(C(=O)NC2CCCCC2)CCCCC1,?,.
Cc1cccc(NC(=S)c2nc3ccccc3s2)c1,?,.
COc1ccc(-c2nc(C3CCCCC3)c3cc(OC)ccc3n2)cc1,?,.
CCN(CC)CCNC(=O)c1ccc(-n2c(C)cc3c2CCCC3=O)cc1,-23%,-44

# Overlap with the part before: 3 entries, followed by the next part.
SMILES,Lipid storage S3,Lipid storage S3 cell count max
Cc1cccc(NC(=S)c2nc3ccccc3s2)c1,?,.
COc1ccc(-c2nc(C3CCCCC3)c3cc(OC)ccc3n2)cc1,?,.
CCN(CC)CCNC(=O)c1ccc(-n2c(C)cc3c2CCCC3=O)cc1,-23%,-44
O=[N+]([O-])c1cccc(/C=N/Nc2ccccn2)c1,?,.
Cc1cc[n+](-c2ccccc2)c2ccccc12,?,.
CC(=O)C1=C(O)C(=O)N(CCc2c[nH]c3ccccc23)C1c1ccco1 (stereo unspecified),?,.
O=C(COc1ccc(F)cc1Cl)NC1CCCCCC1,?,.
c1cnc2ccc(C(c3nnnn3C3CCCC3)N3CCSCC3)cc2c1 (stereo unspecified),?,.
COc1ccc(NC(=S)NCCc2ccccc2)c(C)c1,i,-23
CCOCCCNC(=S)Nc1ccc2nc3n(c(=O)c2c1)CCCCC3,?,.
COc1cc(/C=N/NC(=O)CCn2c3ccccc3c3ccccc32)cc(OC)c1OC,0%,8
COc1cc(CN2CCSCC2)c([N+](=O)[O-])cc1OC,i,-1
CCOc1ccc(NC(=S)NC(C)CCc2ccccc2)cc1 (stereo unspecified),?,.
CCN(CC)C(=O)Oc1ccnc2cc(Cl)ccc12,?,.
O=C(c1ccc(Cl)cc1)N1N=C(c2ccccn2)CC1(O)C(F)(F)F (stereo unspecified),-16%,-14
O=C(NC(Cc1c[nH]c2ccccc12)C(=O)N/N=C/c1cccnc1)c1cccs1 (stereo unspecified),?,.
COc1cccc(-c2nn(-c3ccccc3)cc2C(=O)OCC(=O)Nc2ncc(Cl)cc2Cl)c1,2%,0
NS(=O)(=O)c1ccc(CCNC(=O)COC(=O)C2CCN(c3ccc(C(F)(F)F)cn3)CC2)cc1,7%,19
O=S(=O)(c1ccc(NCCOc2ccccc2)nc1)N1CCCC1,?,.
COc1ccc2cc3cc(C(=O)NC4CC4)sc3nc2c1,?,.
COc1ccc(-c2cc(-c3ccccc3)c(C#N)c(S(C)=O)n2)cc1 (stereo unspecified),i,-114
COc1ccc2cc(S(=O)(=O)N3CCCC(C)C3)ccc2c1 (stereo unspecified),?,.
CN1CCN(C(=O)c2ccccc2NC(=O)Cc2ccccc2)CC1,?,.
CCc1ccc(NC(=O)C(=O)NCCN2CCN(Cc3ccc([N+](=O)[O-])cc3)CC2)cc1,?,.
NS(=O)(=O)c1cccc(NC(=O)COC(=O)C2CCN(S(=O)(=O)c3cccs3)CC2)c1,10%,8
C=CCn1c(SCC(=O)N2CCN(c3ccc(F)cc3)CC2)nnc1-c1ccco1,20%,-1
CC(=O)NC(Cc1ccccc1F)C(=O)NC1CCN(S(=O)(=O)c2ccccc2)CC1 (stereo unspecified),?,.
Cc1cc(/C=N/NS(=O)(=O)c2ccc(F)c(Cl)c2)no1,2%,-1
CCc1cc2c(NCCC(=O)O)nc(C)nc2s1,i,.
CC(=O)Nc1ccc2nc(SCC(=O)NCCOc3ccccc3)sc2c1,1%,-3
Cc1ccc(C(=O)N2CCN3C(=O)c4ccccc4C23c2ccccc2)cc1 (stereo unspecified),12%,-8
Cc1c(C#N)c(N=CN(C)C)c(C(=O)c2ccccc2)n1-c1ccccc1,i,.
S=C(NCCc1ccccc1)N1CCN(C(c2ccccc2)c2ccccc2)CC1,?,.
Nc1c(-c2ccccc2)c(CSc2nc3ccccc3[nH]2)nn1-c1cccc(Cl)c1,?,.
O=C(NCc1ccc(N2CCCC2=O)cc1)NC1CCCCC1,i,.
CCOc1ccc(-c2nc(N)ncc2-c2ccc(Cl)cc2)c(O)c1,?,.
O=C(COc1ccc2ccccc2c1)N1CCNCC1,?,.
COc1ccc(S(=O)(=O)NCCc2ccccc2)cc1OC,2%,23
Cc1nc2ccccc2cc1OCc1ccc(F)cc1,?,.
O=C(Cc1cccc2ccccc12)Nc1ccc(-c2cc3ccccc3oc2=O)cc1,?,.
CCN(CCC(=O)Nc1ccc(Br)c(C)c1)Cc1ccccc1,i,-13
CC1CCN(C2(O)C(=O)Nc3ccc(Cl)cc32)CC1 (stereo unspecified),?,.
Nc1n[nH]c(=S)n1-c1ccc(Cl)cc1,?,.
CCOC(=O)c1ccc(N=Cc2c(O)c3ccccc3oc2=O)cc1,-6%,7
Cc1ccc(-c2cc(C)nc3nc(N)nn23)cc1,?,.
COc1ccc(C(C(=O)NCC2CCCO2)N(C(=O)CNC(=O)c2cccs2)c2ccc(NC(C)=O)cc2)cc1OC (stereo unspecified),-3%,3
CCOC(=O)c1cc2c(ccn2C)n1CC(=O)N1CCC(Cc2ccccc2)CC1,6%,-19
CCCN(CCC)CCCNS(=O)(=O)c1ccc2c(c1)oc(=O)n2C,?,.
COc1cccc(NC(=O)COc2ccc(C)cc2)c1,11%,8
CCc1cccc(C)c1NS(=O)(=O)Cc1ccccc1,-12%,9
CCC1CCCCN1C(=O)CSC1=NN2CCCC(=O)N=C2S1 (stereo unspecified),?,.

# The closing 7 records of the part before lead into the next:
SMILES,Lipid storage S3,Lipid storage S3 cell count max
Cc1ccc(-c2cc(C)nc3nc(N)nn23)cc1,?,.
COc1ccc(C(C(=O)NCC2CCCO2)N(C(=O)CNC(=O)c2cccs2)c2ccc(NC(C)=O)cc2)cc1OC (stereo unspecified),-3%,3
CCOC(=O)c1cc2c(ccn2C)n1CC(=O)N1CCC(Cc2ccccc2)CC1,6%,-19
CCCN(CCC)CCCNS(=O)(=O)c1ccc2c(c1)oc(=O)n2C,?,.
COc1cccc(NC(=O)COc2ccc(C)cc2)c1,11%,8
CCc1cccc(C)c1NS(=O)(=O)Cc1ccccc1,-12%,9
CCC1CCCCN1C(=O)CSC1=NN2CCCC(=O)N=C2S1 (stereo unspecified),?,.
CCOC(=O)C1=CC[C@@H](c2ccccc2Cl)N(S(=O)(=O)c2ccc(C)cc2)[C@H]1C(=O)OCC,?,.
CN(C)N(Cc1ccccc1)C(=O)C(O)(c1ccccc1)c1ccccc1,?,.
CCC(C)Sc1nnc(Cc2cc(=O)[nH]c(=O)[nH]2)n1-c1ccc(F)cc1 (stereo unspecified),?,.
CC(C)Cn1c(N)c(C(=O)COC(=O)c2cc(-c3ccco3)nc3ccccc23)c(=O)n(C)c1=O,i,.
COc1ccc(NC(=O)CN2CCN(c3ccc(C)cc3C)CC2)cc1,?,.
CCOCCCn1c(SCC(=O)NC(C)(C)C)nc2ccccc2c1=O,29%,-4
O=C(Nc1nnc(C2CCCCC2)s1)C1CC(=O)N(c2ccc(F)cc2)C1 (stereo unspecified),i,3
Cc1ccc(C(=O)NC(=S)NNC(=O)c2ccc([N+](=O)[O-])cc2)cc1,9%,2
COc1ccc([C@@H]2[C@@H]3C(=O)N(C(C)(C)C)C(=O)[C@@H]3[C@]3(Cc4ccc(Cl)cc4)C(=O)N(c4ccc(C)cc4)C(=O)N23)cc1,?,.

# Single records, from the list above:
# CC(C)Cn1c(N)c(C(=O)COC(=O)c2cc(-c3ccco3)nc3ccccc23)c(=O)n(C)c1=O is listed as Lipid storage S3: i; Lipid storage S3 cell count max: .
# O=C(Nc1nnc(C2CCCCC2)s1)C1CC(=O)N(c2ccc(F)cc2)C1 (stereo unspecified) is listed as Lipid storage S3: i; Lipid storage S3 cell count max: 3

# Compound activity as filed in PubChem.

# This is a subset; the hit share may differ from the screen's.
